SW480 rerep – DNA re-replication induction in SW480 cells; Potency, µM (series often up to 46.1 µM), for inactives: top-dose re-replication activation, usual class: activators; SW480 DNA re-replication, Hoechst DNA content imaging, 48 h; hit rate 1.8% among 340,000; AID 624297; further: % of control where 0% means no effect; nearly all actives have a fitted effect of over 55% in size
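SW480 cells exposed to compounds for 48 hr at 37 C, 5% CO2, then Hoechst-stained 40 min. Nuclear DNA content imaged by fluorescence scanning (405 nm excitation, 500-530 nm emission); re-replication scored as increased high-intensity nuclei.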
TDP43 rescue – TDP-43 toxicity inhibition in yeast | TDP-43 expressing yeast growth rescue, BacTiter-Glo, 24 h | Potency, µM (top dose mostly 46.1 µM), without a hit: at the highest dose growth rescue (activation), actives largely listed as activators | hit rate 1.8% among 410,000 | AID 652104; further: % of control where 0% means no effect; nearly all actives have a fitted effect of over 50% in size
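Yeast expressing TDP-43 (pregrown in raffinose, seeded at OD600=0.02 in galactose medium) exposed to compounds 24 hr at 30 deg C. Growth read by BacTiter-Glo luminescence; rescue of toxicity appears as increased signal.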
HT1080 IDH1KD tx – HT-1080 IDH1 knockdown cell toxicity (counter line); HT-1080 IDH1 knockdown viability, ATP luminescence, 48 h; Potency, µM (highest dose often 46.1 µM), for inactives: at the highest dose activity, negative = toxicity, most hits filed as cytotoxic; hit rate 2% among 360,000;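 further: 0% = DMSO wells and -100% = cell-free medium wells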
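After a 2 h attachment period, IDH1KD HT-1080 cells took pin-transferred compound for 48 h at 37 °C; ATP-based luminescence after 10 min room-temperature reagent incubation reported viability.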
HEK293 tox – cytotoxic in the GLP-1 receptor inverse agonist counter-screen; HEK293 cAMP-luciferase reporter cells, luminescence, 24 h; Potency, µM (doses to about 38.3 µM), for inactives: at the highest dose activity change, negative = inhibition, hits mostly inhibitors; hit rate 0.13% among 410,000; AID 624418;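 further: loss of luciferase light is scored as toxicity; on the % scale 0 is the no-effect control and ±100 the full control effect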
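Cells in DMEM/10% Nu serum/1% pen-strep, 1536-well format. Pre-incubated 12 h, dosed with 23 nL compound, incubated a further 24 h. Luciferase detection, 12 min at room temp, luminescence.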
KB-3-1 cytotox – KB-3-1 parental cell cytotoxicity | Potency, µM (titrated, usually from 46.1 µM), inactives show at the highest dose activity change, negative = cytotoxic, hits mostly cytotoxic | hit rate 1.4% among 400,000 | KB-3-1 viability, CellTiter-Glo ATP luminescence, 72 h | AID 1347075; further: on the % scale 0 is the no-effect control and ±100 the full control effect; nearly all actives have a fitted effect of over 60% in size
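Multi-concentration cytotoxicity screen in KB-3-1 cells grown in DMEM lacking phenol red with 10% FBS. After 72 h at 37 °C with compound, ATP-dependent luminescence was recorded.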
KB-V1 cytotox – kills drug-selected multidrug resistant KB-V1 cells | AID 1347076 | KB-V1 MDR cells viability, CellTiter-Glo, 72 h | hit rate 3.4% among 400,000 | Potency, µM (doses to about 46.1 µM), without a hit: at the top dose activity change, negative = cytotoxicity, hits mostly cytotoxic; further: on the % scale 0 is the no-effect control and ±100 the full control effect; nearly all actives have a fitted effect of over 60% in size
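qHTS viability screen in drug-selected KB-V1 MDR cells: 72 h compound treatment at 37 degrees C, ATP luminescence end point.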
HT1080NT lethal – kills 2HG-producing HT-1080-NT fibrosarcoma cells. HT-1080-NT fibrosarcoma viability, CellTiter-Glo ATP luminescence, 48 h. Potency, µM (doses to about 46.1 µM), inactives show at the top dose activity, negative = less viability, hits mostly cytotoxic. hit rate 1.6% among 360,000;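 further: NT is the 2HG producing partner of a matched IDH1 knockdown line; 0% = DMSO-treated cells and -100% = media-only wells without cells; nearly all actives have a fitted effect of over 55% in size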
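Luminescent CellTiter-Glo readout after 48 hours of compound exposure at 37 degrees C defined viability of HT-1080-NT cells. Activity was normalized to DMSO wells and cell-free media wells; concentration-response curves were fitted and assigned curve classes.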
GLP1R ag – agonists of human GLP-1 receptor. P43220. HEK293 GLP-1R CRE-luciferase, luminescence, 4-6 h; cells express a hypersensitive GLP-1R form. Potency, µM (top dose mostly 45.6 µM), for the others: top-dose activation, usual class: activators. hit rate 0.007% among 380,000. AID 624172; further: % of control where 0% means no effect
Target sequence (P43220 whole entry, looked up): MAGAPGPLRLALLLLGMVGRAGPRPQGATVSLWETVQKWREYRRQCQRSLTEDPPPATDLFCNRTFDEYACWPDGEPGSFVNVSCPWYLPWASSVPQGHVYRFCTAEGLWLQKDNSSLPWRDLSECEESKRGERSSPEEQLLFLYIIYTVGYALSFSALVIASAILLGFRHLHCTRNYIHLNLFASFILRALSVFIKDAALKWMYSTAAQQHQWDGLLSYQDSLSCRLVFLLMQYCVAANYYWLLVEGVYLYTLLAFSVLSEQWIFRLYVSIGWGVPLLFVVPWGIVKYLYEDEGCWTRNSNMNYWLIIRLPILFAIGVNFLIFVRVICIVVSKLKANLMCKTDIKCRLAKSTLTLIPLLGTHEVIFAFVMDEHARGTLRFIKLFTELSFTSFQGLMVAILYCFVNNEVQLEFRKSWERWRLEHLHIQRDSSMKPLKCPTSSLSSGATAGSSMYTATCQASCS
GLP1R inv ag – inverse agonists of human GLP-1 receptor. P43220. HEK293 GLP-1R CRE-luciferase, luminescence, 24 h; GLP-1R form is constitutively active. Potency, µM (titrated, usually from 38.3 µM), for inactives: top-dose activity change, negative = inhibition, hits mostly inhibitors. hit rate 1.6% among 410,000; further: on the % scale 0 is the no-effect control and ±100 the full control effect; nearly all actives have a fitted effect of over 55% in size
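Seeding at 200 cells/uL, 12 h culture, 24 hr compound treatment, then luciferase reagent and a luminescence read; cells are HEK293 stably expressing a constitutively active GLP-1R plus cAMP-responsive luciferase.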
Starred values were filed as active, the others as inactive; u = inconclusive; x = not tested or not shown; & = joins results of further samples; [ ] = remark or other dose. The call rests on the fitted dose curve; in most records, active means well fitted curve in the direction sought with a large enough effect; inconclusive means small, poorly fitted or top-dose-only effect, or another doubt; inactive means no such curve, though single readings can be large; an effect the other way counts as inactive or inconclusive. Potency means the concentration at half of the fitted maximal effect.

SMILES	SW480 rerep	TDP43 rescue	HT1080 IDH1KD tx	HEK293 tox	KB-3-1 cytotox	KB-V1 cytotox	HT1080NT lethal	GLP1R ag	GLP1R inv ag
CCCSc1ccc([C@H]2N[C@@](Cc3ccccc3)(C(=O)OC)[C@H]3C(=O)N(C)C(=O)[C@@H]23)cc1	3%	1%	2%	-3%	-7%	-2%	-1%	5%	u
Cc1ccc(C(C)C)c(OCCN2CCc3ccccc3C2)c1	-3%[9.22 µM]	9%	u	12%	0%	-19%	-27%	-11%	u
COc1ccc(C(=O)Nc2ccccc2C(=O)Nc2cc(C)ccn2)cc1	47%	1%	u	-6%	u	u	u	5%	6%
C=C1CC[C@H](O)C/C1=C/C=C1\CCC[C@]2(C)[C@@H]([C@H](C)/C=C/[C@H](C)C(C)C)CC[C@@H]12	-28%	10%	-10%	-3%	0%	17%	-12%	9%	-22%
O=C(CCNC(=O)c1ccco1)Nc1nc2ccccc2s1	-11%	6%	-10%	0%	u	-20%	-4%	7%	-19%
CC(=O)Nc1cc(-c2ccccc2CN(C)C)cn2c(-c3ccc(F)c(Cl)c3)cnc12	x	9%	0%	2%	-2%	-16%	14%	3%	-15%
CCc1ccc(NC(=O)C2CCCN(S(=O)(=O)c3ccc(F)cc3)C2)cc1 (stereo not given)	x	0%	x	1%	4%	2%	x	x	-38%
S=c1[nH]nc(-c2cc(-c3ccco3)[nH]n2)n1-c1ccccc1	-7%	2%	1%	44%[activator]	3%	2%	-13%	-3%	10%
CCCCOc1ccc(S(=O)(=O)n2nc(C)c(S(=O)(=O)N3CCCCCC3)c2C)cc1	x	20%	x	4%	0%	-8%	x	-2%	17%
O=C(C1CCC1)N1CCCc2cc(S(=O)(=O)N3CCN(c4cccc(Cl)c4)CC3)ccc21	x	16%	x	9%	-16%	-5%	x	x	2%
CC(C)(CC(=O)c1ccccc1)CC(=O)c1ccccc1	-5%	7%	8%	2%	2%	0%	7%	-2%	u
CCOC(=O)CC(=O)CSc1nc2ccc(OC)cc2cc1C	u	u	22%	-5%	12%	-3%	10%	7%	u
COc1ccc(NC(=O)Nc2nnc(-c3ccccc3F)s2)cc1	-2%	-9%[0.397 µM]	u	-4%	0%	u	5%	18%	36%[activator]
COc1ccc(CN2CCNC(=O)C2CC(=O)NCCN2CCCCC2=O)c(F)c1 (stereo not given)	1%	-11%	-1%	2%	3%	-2%	-7%	1%	11%
CC(NS(C)(=O)=O)C(c1cccs1)N1CCN(c2ccccc2F)CC1 (stereo not given)	5%	-17%	0%	-6%	3%	-9%	2%	2%	-1%
Cc1cc(C)cc(NC(=S)Nc2cccc3ccccc23)c1	12%	u	-14%	u	-6%	-7%	-6%	-6%	u
O=C(Cn1cnc2ccccc21)c1ccc(Cl)cc1	-66%[inhibitor]	15%	4%	-1%	0%	16%	5%	-4%	u
COc1nc(-c2ccccc2)ccc1-c1noc(-c2ccco2)n1	0%	-7%	9%	1%	0%	1%	20%	1%	-23%
CC(C)(C)c1nnc2sc(SCC(O)=C(C#N)c3nc4ccccc4[nH]3)nn2c1=O	-2%	-5%	0%	-15%	10%	13%	9%	-1%	-7%
COc1cc(-c2nc(S(=O)(=O)c3ccccc3)c(N3CCOCC3)o2)cc(OC)c1OC	1%	-10%	-1%	0%	0%	-34%	3%	0%	5%
CCc1ccc(S(=O)(=O)Nc2nnc(N)s2)cc1	-11%	0%	2%	4%	14%	11%	-3%	-4%	7%
O=C(CN(C1CCCCC1)S(=O)(=O)c1ccccc1)NCc1ccco1	12%	-9%	0%	-1%	-4%	-15%	0%	1%	u
CC1=C(c2ccc(Cl)cc2)S(=O)(=O)NC1=NCc1ccc(C)cc1	x	6%	x	3%	1%	26%	x	x	-8%
CC(C)n1nc(C(=O)NCc2ccc3c(c2)OCO3)c2ccccc2c1=O	-38%[inhibitor]	28%	-2%	3%	-9%	u	-2%	23%	9%
COCc1ccc(CN2CCCC(CCC(=O)NCc3ccc(C)o3)C2)o1 (stereo not given)	-5%	0%	1%	-1%	-1%	1%	4%	-3%	14%

Some of the entries so far, with each value named.
COc1ccc(C(=O)Nc2ccccc2C(=O)Nc2cc(C)ccn2)cc1
  SW480 rerep: 47% | TDP43 rescue: 1% | HT1080 IDH1KD tx: u | HEK293 tox: -6% | KB-3-1 cytotox: u | KB-V1 cytotox: u | HT1080NT lethal: u | GLP1R ag: 5% | GLP1R inv ag: 6%
COc1cc(-c2nc(S(=O)(=O)c3ccccc3)c(N3CCOCC3)o2)cc(OC)c1OC
  SW480 rerep: 1% | TDP43 rescue: -10% | HT1080 IDH1KD tx: -1% | HEK293 tox: 0% | KB-3-1 cytotox: 0% | KB-V1 cytotox: -34% | HT1080NT lethal: 3% | GLP1R ag: 0% | GLP1R inv ag: 5%

Going on with the list.
SMILES	SW480 rerep	TDP43 rescue	HT1080 IDH1KD tx	HEK293 tox	KB-3-1 cytotox	KB-V1 cytotox	HT1080NT lethal	GLP1R ag	GLP1R inv ag
O=S(=O)(c1ccc(F)cc1)N1CCN(C(=S)NCc2ccccc2)CC1	-72%[inhibitor][1.84 µM]	x	-13%	-17%	-8%	-9%	-20%	-1%	u
CS(=O)(=O)N(CC(=O)NCC1CCCO1)c1cc(Cl)cc(Cl)c1 (stereo not given)	0%	-1%	7%	-11%	0%	10%	3%	1%	-6%
CC(C)(C)n1nnnc1C(c1ccnc2ccccc12)N1CCN(C/C=C/c2ccccc2)CC1 (stereo not given)	x	10%	-28%	-4%	-2%	20%	u	7%	-11%
CCC(=O)N1CCc2cc(Br)cc(S(=O)(=O)N3CCCC(C(=O)Nc4ccc(OC)c(Cl)c4)C3)c21 (stereo not given)	x	-28%	x	-5%	-11%	0%	x	-1%	2%
COc1cccc(NCc2nnc(SCC(=O)NC3CCS(=O)(=O)C3)n2C2CCCCC2)c1 (stereo not given)	-30%[inhibitor]	0%	-1%	-2%	8%	u	-2%	11%	18%
CCC(=O)NC(=S)Nc1ccc(NC(=O)COc2ccc(Cl)c(C)c2)cc1	4%	4%	-13%	-15%	-3%	13%	-7%	6%	u
CC(C)(C)n1nnnc1C(c1ccncc1)N1CCCCCC1 (stereo not given)	1%	-18%	-5%	-10%	7%	u	-1%	-1%	18%
CCCCOc1ccc(OCCNS(=O)(=O)N(C)C)cc1	-1%	16%	-3%	-18%	-25%	u	-25%	1%	-17%
CC(CCc1ccccc1)NC(=O)CN1CCN(Cc2ccc(Cl)cc2)C1=O (stereo not given)	3%	u	-2%	-11%	-11%	u	0%	1%	u
COc1cccc(CNCc2ccc3c(c2)OCO3)c1	-3%	-4%	-6%	5%	-10%	24%	-9%	1%	-26%
O=C(C1CCN(S(=O)(=O)c2cccc3nsnc23)CC1)N1CCN(c2ccccc2F)CC1	1%	5%	-3%	-16%	-6%	-25%	-4%	-9%	u
CCC(C)NC(=O)CSc1nc2n[nH]c(C)c2c(=N)n1-c1ccc(C)c(Cl)c1 (stereo not given)	x	-10%	x	-13%	-3%	12%	x	x	-7%
CC(C)c1nc(NCCO)c(C#N)c2c1CCCC2	-26%	12%	u	3%	-9%	-21%	-27%	8%	u
CCOC(=O)c1c(C2CC2)csc1NC(=O)COC(=O)c1cc(OC)c(OC)cc1[N+](=O)[O-]	-71%[inhibitor]	0%	7%	-23%	2%	1%	4%	2%	16%
Cc1ccc(S(=O)(=O)N(C)C)cc1NC(=S)Nc1ccc2cn[nH]c2c1	4%	18%	-13%	3%	0%	7%	0%	2%	8%
CCOC(=O)c1ccc(NC(=O)c2ccc3c(c2)c(C)c(C)n3Cc2ccc(F)cc2)cc1	x	-13%	x	-14%	-15%	-6%	x	x	1%
COC(=O)c1cn(CC(C)n2c(=O)c3ccccc3n2Cc2cc(C(C)C)no2)nn1 (stereo not given)	x	2%	12%	5%	2%	-5%	13%	x	5%
CCOC(=O)Cn1c(=O)oc2cc(S(=O)(=O)N3CCCC(C)C3)ccc21 (stereo not given)	8%	5%&29%	7%	-18%&11%	5%&4%	16%&0%	3%	-2%	-6%&-2%
CCOC(=O)c1cc(C#N)c(Nc2ccc(C)cc2)nc1C(F)(F)F	-5%	13%	-16%	1%	13%	8%	2%	-5%	3%
O=c1[nH]c(C2CCN(S(=O)(=O)c3ccc(C(F)(F)F)cc3)CC2)nc2c1nnn2Cc1ccccc1	-8%	-10%	0%	13%	-2%	u	-5%	-2%	-5%
COC(=O)c1c(N(S(C)(=O)=O)S(C)(=O)=O)sc2c1CCN(c1ncc(C(F)(F)F)cc1Cl)C2	-1%	5%	u	-16%	-11%	1%	-27%	-2%	u
O=C(CC1S/C(=N/N=C/c2cccs2)NC1=O)Nc1ccccc1F (stereo not given)	u	14%	-3%	2%	1%	3%	-2%	9%	10%
O=C(c1cc2cc(Cl)ccc2[nH]1)N1CCN(c2ccc(F)cc2)CC1	29%	0%	-2%	-19%	0%	0%	3%	5%	-5%
CCC1CCCCN1CCCNC(=O)CN1C(=O)COc2ccc(S(=O)(=O)N3CCOCC3)cc21 (stereo not given)	1%	-14%	7%	-2%	-1%	6%	10%	0%	-10%
CC(=O)N1c2ccccc2CC1C(=O)N1CCN(c2cccc(C)c2C)CC1 (stereo not given)	x	u	x	3%	4%	11%	x	x	u
O=C(CCC(=O)N1CCN(S(=O)(=O)c2ccc(Cl)cc2)CC1)NCc1ccccc1	-3%	-3%	10%	68%[activator]	6%	0%	2%	9%	14%
O=C(CSc1ccc(-c2ccc(Cl)cc2)nn1)N1CCCc2ccccc21	5%	20µM*	10%	-4%	-6%	0%	3%	0%	u
CSc1nc(C(C)C)ccc1CNC(=O)CC(C)c1ccccc1 (stereo not given)	9%	-9%	-12%	-1%	-17%	u	-4%	u	u
CC(=O)Nc1nonc1-c1nnc(SCC(=O)Nc2ccc(C)c(Cl)c2)n1C	x	u	x	14%	-1%	-20%	x	x	12%
